Screening data: PubChem, several laboratories
Cdc25B inh: inhibitors of human Cdc25B phosphatase. recombinant Cdc25B, OMFP fluorescence Ex485/Em525. 65,000 compounds, 0.1% hits. inhibition, %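 (compounds tested at 10 µM final in the well)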. P30305. AID 368; in the data active = inhibition above about 50%
E coli RNAP: inhibitors of Escherichia coli RNA polymerase. 62,000 compounds, 0.2% hits. inhibition, %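 (tested at 10 µM)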. AID 559. E. coli RNA polymerase, fluorescence transcription assay. P0A8V2; in the data active = inhibition above about 20%;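 note: 0% = enzyme without compound and 100% = no enzyme blank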
Target sequence (P0A8V2 whole entry, looked up): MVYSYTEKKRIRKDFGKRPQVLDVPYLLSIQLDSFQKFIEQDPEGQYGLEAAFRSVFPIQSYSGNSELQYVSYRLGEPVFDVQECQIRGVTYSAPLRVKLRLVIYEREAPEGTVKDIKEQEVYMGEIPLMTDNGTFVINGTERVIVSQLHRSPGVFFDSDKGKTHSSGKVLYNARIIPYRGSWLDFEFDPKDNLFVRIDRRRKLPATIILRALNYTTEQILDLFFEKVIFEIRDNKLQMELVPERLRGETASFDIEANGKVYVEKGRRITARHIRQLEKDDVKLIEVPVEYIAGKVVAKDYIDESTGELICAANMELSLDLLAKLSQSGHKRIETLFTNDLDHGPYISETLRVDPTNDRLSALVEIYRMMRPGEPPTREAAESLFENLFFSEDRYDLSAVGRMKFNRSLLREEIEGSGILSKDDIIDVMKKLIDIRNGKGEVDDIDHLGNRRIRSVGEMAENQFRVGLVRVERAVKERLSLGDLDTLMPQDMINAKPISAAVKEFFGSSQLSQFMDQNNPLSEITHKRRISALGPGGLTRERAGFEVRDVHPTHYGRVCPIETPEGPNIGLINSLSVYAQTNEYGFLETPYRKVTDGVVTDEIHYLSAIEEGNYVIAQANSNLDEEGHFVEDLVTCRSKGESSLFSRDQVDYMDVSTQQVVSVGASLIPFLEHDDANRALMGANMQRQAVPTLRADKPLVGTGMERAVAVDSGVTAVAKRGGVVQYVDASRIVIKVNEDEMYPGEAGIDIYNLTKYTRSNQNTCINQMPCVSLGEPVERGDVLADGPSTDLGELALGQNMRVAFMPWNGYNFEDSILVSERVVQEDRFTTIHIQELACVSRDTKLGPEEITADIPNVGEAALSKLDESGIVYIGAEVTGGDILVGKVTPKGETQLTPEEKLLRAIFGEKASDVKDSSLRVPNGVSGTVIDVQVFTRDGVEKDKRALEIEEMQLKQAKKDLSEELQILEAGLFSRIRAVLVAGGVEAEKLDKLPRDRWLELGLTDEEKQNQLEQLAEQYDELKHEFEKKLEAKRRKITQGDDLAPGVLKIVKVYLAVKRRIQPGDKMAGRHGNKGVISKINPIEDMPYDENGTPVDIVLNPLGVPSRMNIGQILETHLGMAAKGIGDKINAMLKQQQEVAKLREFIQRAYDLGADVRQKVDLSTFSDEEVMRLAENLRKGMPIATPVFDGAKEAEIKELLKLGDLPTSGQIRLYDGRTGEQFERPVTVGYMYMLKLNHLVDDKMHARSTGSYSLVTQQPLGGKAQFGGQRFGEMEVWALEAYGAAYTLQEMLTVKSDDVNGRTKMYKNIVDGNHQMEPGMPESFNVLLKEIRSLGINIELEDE
CatB block: blocks human cathepsin B protease activity; inhibition, %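 (tested at 10 µM)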; P07858; purified cathepsin B, fluorogenic substrate, fluorescence; 63,000 compounds, 0.1% hits; in the data active = inhibition above about 21%;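 note: 0% = enzyme with no compound and 100% = no enzyme blank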
MKP-1 inh: blocks human MKP-1 phosphatase activity | P28562 | recombinant MKP-1, OMFP hydrolysis fluorescence | inhibition, %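 (compounds tested at a single concentration somewhere between 10 and 100 µM)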 | 65,000 compounds, 0.15% hits;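 active = inhibition above about 50%, limit read from the data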;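 note: 0% = DMSO max control wells and 100% = wells with enzyme stopped by NaOH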
D1 mod: allosteric modulators of human D1 dopamine receptor; P21728; HEK293 D1, CRE-luciferase, dopamine EC30 potentiation; actives deviate in either direction; B-score at 10 µM; 58,000 compounds, 5.9% hits; AID 641;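 active = luminescence count or its row- and column-corrected plate score outside the 99.7% band of the plate's sample wells, on either side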
CatB mixtures: human cathepsin B inhibition by mixtures. AID 488. 62,000 compounds, 0.06% hits. P07858. Purified cathepsin B, AMC dipeptide fluorescence, compound mixtures. inhibition, %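 (ten-compound pools at 5 µM per compound and 50 µM total)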; in the data active = inhibition above about 22%, passing the limit was not always enough;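 note: 0% = enzyme without compound and 100% = no enzyme blank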
AP complement: orthogonal test for alternative complement pathway inhibitors. Human serum alternative complement pathway, LPS-coated ELISA, C3 deposition; tested in compound mixtures. inhibition, % at 5 µM. 62,000 compounds, 0.08% hits. AID 1235;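 active = inhibition above 30% in each of the two pooled mixtures holding the compound, so the lower value exceeds 30%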;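 note: 0% = serum in Mg-EGTA without compound and 100% = EDTA serum blank; some compounds past the cut are filed as inactive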
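Medium: diluted human serum in Mg2+-EGTA GVB++. Assay system: human serum complement alternative pathway, C3 deposition onto LPS. Also added: Plate-bound LPS. Technique: Anti-C3 ELISA, OD 450 nm. Measure: percent inhibition. Incubation: 1 h at 37 °C. Dosing: 5 µM each compound, pools of ten, 50 µM per pool.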
Hsp90 block: displaces geldanamycin probe from tumor Hsp90 | inhibition, % at 30 µM | NCI-N417 lysate Hsp90, Cy3B-geldanamycin FP displacement | 64,000 compounds, 0.35% hits | P07900;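 active = inhibition above 50%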;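 note: 0% = tracer plus lysate wells and 100% = tracer alone without lysate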
Ecoli tolC: blocks growth of E. coli BW25113 tolC mutant; OD615; growth inhibition, % at 10 µM (by protocol); 65,000 compounds, 2.2% hits;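 active = growth inhibition at or above a cutoff equal to the mean over every tested compound plus 3 SD, cut at about 60% in these data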;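 note: growth measured after 20 h incubation at 37 °C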
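signal = optical density read at 615 nm | test system = E. coli ΔtolC::kan strain BW25113 | timing = 20 h compound exposure of bacteria at 37 °C | buffer or medium = LB medium plus 50 µg/mL kanamycin | compound dosing = 10 µM final, single dose | evaluation = % inhibition of E. coli growth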
Starred values were filed as active, the others as inactive; nt = no result given. Some of the compounds tested. The share of hits here may be higher or lower than overall.

SMILES	Cdc25B inh	E coli RNAP	CatB block	MKP-1 inh	D1 mod	CatB mixtures	AP complement	Hsp90 block	Ecoli tolC
CC(=O)NC1CC2CCC(C1)N2 (stereo unspecified)	-5	5	7	25	-0.84	1	3	-5	-21
CCC(C)NC(=O)c1c(N)n(CC2CCCO2)c2nc3ccccc3nc12 (stereo unspecified)	4	-6	-2	36	1.4	-17	6	-3	4
CCCCN1C(=O)NC(=O)C2(Cc3c(nc4ccccn4c3=O)N3CCc4ccccc4C32)C1=O (stereo unspecified)	6	-1	4	30	2.1	0	-11	-6	43
CCOC(=O)C1C(=O)NC23CCCC2C1c1ccccc1O3 (stereo unspecified)	-10	1	3	4	0.48	3	6	0	-2
CCOC(=O)c1c(-c2ccccc2)oc2ccc(OC(=O)N(C)C)cc12	4	-2	9	1	-0.53	5	-6	2	97*
COC(=O)c1ccccc1OP1(=O)COc2ccccc2OC1	4	14	2	-6	nt	6	2	-1	-22
COc1ccccc1CN1CCN(C(=O)COc2cccc(C)c2)CC1	-16	1	3	-2	0.017	6	12	0	1
O=C(Nc1ccc(OC(=O)N2CCCC2)cc1)N1CCOCC1	-7	-9	-3	6	nt	-7	16	-4	-12
CCOC(=O)/C(CCCN(CC)CC)=N\O	1	-1	1	2	0.52	5	16	-1	-15
C=Cn1c(P(=S)(N2CCOCC2)N2CCOCC2)cc2c1CCCC2	-3	4	10	31	-0.49	3	-17	-3	10
O=C1NC(=O)C2(Cc3c(nc4ccccn4c3=O)N3CCCCCC32)C(=O)N1Cc1ccccc1 (stereo unspecified)	1	3	-1	35	-0.31	2	14	-9	28
Cc1ccc(CCN2CC(C(=O)N3CCC4(CC3)OCCO4)CC2=O)cc1 (stereo unspecified)	7	-1	-6	8	0.098	6	16	-1	-17
O=C(CN1CCN(CCO)CC1)Nc1ccc(Cl)cc1C(=O)c1ccccc1	-12	nt	0	-22	nt	nt	nt	-4	0
CC(=O)CC(C)(C)n1c[n+](C)nn1	17	5	7	-10	nt	nt	nt	-3	6
O=C(CN1C2CCC1CC(O)(c1cccnc1)C2)Nc1ccc2c(c1)OCO2 (stereo unspecified)	-6	11	-2	-7	-0.58	8	1	-3	-23
CCCCn1c(O)c(C(C)=Nc2c(C)n(C)n(-c3ccccc3)c2=O)c(=O)[nH]c1=O	13	3	0	6	-0.011	4	1	0	-34
COc1ccc(Br)cc1CN1CCN(CCO)CC1	-2	9	-4	3	-1	5	10	-1	-11
COc1ccc(CN2C(=O)CC(=O)NC2=O)cc1	29	nt	nt	-13	nt	3	23	0	-7
COCCOC(=O)c1c(N)n(Cc2ccccc2)c2nc3ccccc3nc12	-1	-22	-11	12	3.6	0	8	-7	1
Cc1cc([P+](=O)O)c(C)n1-c1ccc(Br)cc1	-8	4	-3	20	0.37	2	18	-5	-4
O=c1c2ccccc2nc(N2CCCC2)n1-c1ccc(Cl)cc1	5	0	2	3	nt	3	7	-1	30
CCOC(=O)c1c(N)n(Cc2ccccc2)c2nc3ccccc3nc12	-12	-10	-9	32	-2.1	-9	21	-3	-1
NCC1(c2ccc3c(c2)OCCO3)CCCC1	12	8	2	-29	0.45	2	1	-3	14
CCOC(=O)C1SC2(C(F)F)CC1(O)c1c(c(OC)c3occc3c1OC)O2 (stereo unspecified)	-22	2	0	2	0.078	5	11	-2	21
Cc1ccc(NC(=O)CSc2nnc([C@@H](N)Cc3c[nH]c4ccccc34)o2)c(C)c1	3	3	6	-3	-0.26	-3	5	-5	13
CCN(CC)c1ccc(N=Cc2c(O)n(-c3ccccc3C)c(=O)[nH]c2=O)cc1	1	7	-2	-9	nt	-4	0	-1	-10
CCC(=NCCC1=CCCCC1)c1c(O)[nH]c(=O)[nH]c1=O	0	8	5	13	5.4*	2	6	-3	10
O=C(COc1ccccc1)N1CCN(C/C=C/c2ccccc2)CC1	-1	1	-2	-4	0.011	-2	2	-13	8
O=c1[nH]c(=O)n(CCc2ccccc2)c(O)c1C=NCCCn1ccnc1	11	-7	-6	-12	nt	nt	nt	-2	0
O=C(O)C1CN2CCC1CC2 (stereo unspecified)	4	9	2	0	nt	12	5	0	-12

Individual results from the entries so far.
E coli RNAP result of O=c1[nH]c(=O)n(CCc2ccccc2)c(O)c1C=NCCCn1ccnc1 reads -7
CatB mixtures result of CCOC(=O)c1c(N)n(Cc2ccccc2)c2nc3ccccc3nc12 reads -9

For reference, 4 of the compounds above:
SMILES	Cdc25B inh	E coli RNAP	CatB block	MKP-1 inh	D1 mod	CatB mixtures	AP complement	Hsp90 block	Ecoli tolC
CCC(=NCCC1=CCCCC1)c1c(O)[nH]c(=O)[nH]c1=O	0	8	5	13	5.4*	2	6	-3	10
O=C(COc1ccccc1)N1CCN(C/C=C/c2ccccc2)CC1	-1	1	-2	-4	0.011	-2	2	-13	8
O=c1[nH]c(=O)n(CCc2ccccc2)c(O)c1C=NCCCn1ccnc1	11	-7	-6	-12	nt	nt	nt	-2	0
O=C(O)C1CN2CCC1CC2 (stereo unspecified)	4	9	2	0	nt	12	5	0	-12

The list goes on.
SMILES	Cdc25B inh	E coli RNAP	CatB block	MKP-1 inh	D1 mod	CatB mixtures	AP complement	Hsp90 block	Ecoli tolC
O=S(=O)(c1ccc(Cl)cc1)N1CN2CCN(C2)C1	-10	0	2	-11	-0.11	1	3	1	-18
CC1CN=C(NCc2ccncc2)S1 (stereo unspecified)	6	-8	-2	10	-0.87	-7	17	2	-10
CN(C)C(=O)Nc1cccc(OC(=O)N(C)C)c1	0	13	1	-2	0.15	6	2	-4	-18
CC(=NCc1ccco1)c1c(O)n(C)c(=O)n(C)c1=O	3	2	3	-15	0.043	1	-9	0	-27
O=C1C2CCCN2C(c2ccccc2)N1c1ccccn1 (stereo unspecified)	2	6	0	-7	-0.42	4	17	-2	-22
O=C1NC(=O)C2(Cc3ccccc3N3CCCC32)C(=O)N1c1ccccc1 (stereo unspecified)	0	6	-3	-6	0.87	-1	0	-3	0
COc1ccc(-n2c(O)c(C(C)=NC3CC3)c(=O)[nH]c2=O)cc1	4	3	1	12	1.3	3	7	-3	-9
C(=NC12CN3CN(CN(C3)C1)C2)c1cccnc1	-27	5	2	-2	-0.61	1	8	-1	-17
CN(C)C(=O)CSc1nnc([C@@H](N)Cc2ccccc2)o1	-1	9	1	-21	0.069	-3	0	-5	-22
CCCn1ncc(C(=O)O)c1C	2	7	0	28	-0.89	0	1	1	nt
CC1(O)C[C@]2(C)N(O)C3CCCC[C@@H]3N2O1 (stereo partly specified)	0	7	0	-3	0.43	1	13	10	-27
Cc1ccc2c(c1)CC1(CN2C)C(=O)NC(=O)N(c2ccccc2C)C1=O (stereo unspecified)	12	7	2	0	0.55	7	10	-5	-19
CCC(=NCc1ccco1)c1c(O)n(Cc2ccccc2)c(=O)[nH]c1=O	-2	15	7	-5	11*	8	1	-2	7
COc1ccc(N2CCN(C(CNC(=O)Oc3ccccc3)c3cccnc3)CC2)cc1 (stereo unspecified)	12	nt	nt	9	-0.56	nt	nt	-1	-11
CCCCCn1c(=O)c(C(=O)NCc2ccncc2)c(O)c2ccccc21	-6	6	3	2	0.95	2	-8	-5	43
CCCCCCN=C(CC)c1c(O)n(CCCC)c(=O)[nH]c1=O	13	14	5	18	2.2	6	15	-2	90*
COCCn1cc(C(=O)N2CCC3(CC2)OCCO3)c2c3ccccc3n(C)c2c1=O	-7	-1	-1	1	0.015	2	22	-3	-16
O=C(O)C1(c2ccc(Cl)cc2)CCC1	-2	5	1	-3	1.1	-2	3	-2	-5
Cc1oc(C(=O)Nc2ccc(O)cc2)cc1COc1ccccc1	-3	-2	3	-2	0.03	-16	-3	14	55
C#CCN1C(=O)C2(C(C#N)=C(N)OC(C)=C2C(=O)OCc2ccccc2)c2ccccc21 (stereo unspecified)	17	13	-7	3	0.59	1	11	-2	40
Cc1nc2cc(C(=O)N3CCC4(CC3)OCCO4)ccc2n1-c1cccc(F)c1	5	nt	nt	11	-0.082	nt	nt	0	-16
O=C(Cn1ncc2ccsc2c1=O)N1CCC2(CC1)OCCO2	2	3	4	5	nt	-1	10	-4	-10
O=C1C2CCCN2C(c2cccc(Cl)c2)N1c1ccccn1 (stereo unspecified)	4	-5	-5	-3	-0.075	-6	-12	3	-3
C(#CCN1CCOCC1)COCc1ccccc1	1	1	8	-25	0.21	5	-16	0	2
COc1ccc(-c2nc(CSCC(=O)N3CCC4(CC3)OCCO4)c(C)o2)cc1OC	-5	9	7	13	1.1	2	-7	-6	-6
C=CCn1c(O)c(C(C)=NC2CC2)c(=O)[nH]c1=O	1	-2	0	1	nt	0	9	-3	-37
O=C(Cn1ncc2c3ccccc3n(Cc3ccc(F)cc3)c2c1=O)N1CCC2(CC1)OCCO2	-14	8	2	25	1	1	3	-2	22
CC(=O)c1c(O)n(C)c(=S)n(-c2ccccc2)c1=O	-2	2	-1	10	3.1*	47	-2	-4	-13
CCCCC12CNCC(C)(CNC1)C2=O	-2	7	-2	-5	-0.79	1	-3	-3	-17
COc1ccccc1CN1CCN(C(=O)Cc2ccccc2)CC1	1	-1	5	2	-0.56	3	-2	-1	-21
CCCCn1c(C)c(C(=O)O)c2cc(OC)ccc21	-15	nt	nt	4	-0.44	nt	nt	2	4
CC(C)C1(C)N=C(c2nc3ccccc3cc2C(=O)O)NC1=O (stereo unspecified)	1	3	-2	-18	-0.43	5	6	-8	-37
CCOP(=O)(C#CC(C)(C)C)C(C)(O)c1ccccc1 (stereo unspecified)	-1	2	-1	-2	0.24	-9	14	1	-7
CC(N)Cc1c[nH]c2cc3c(cc12)OCCO3 (stereo unspecified)	-11	-2	6	-1	1.2	1	15	-8	-1
Cc1cccc(OC(=O)N2CCOCC2)c1	-7	-3	-1	3	0.52	2	-3	1	-4
OCc1cnc[nH]1	-3	nt	nt	10	nt	nt	nt	0	-18
c1cc2n(c1)-c1c(ccc3c1OCO3)CNC2c1ccc2c(c1)OCO2 (stereo unspecified)	-17	5	4	-16	0.068	3	12	-1	11
c1ccc2c(c1)[nH]c1cnccc12	-7	5	-2	-12	0.098	-17	17	-1	12
O=c1cccc2n1CC1CC2CN(Cc2c(Cl)cccc2Cl)C1 (stereo unspecified)	-8	12	2	11	0.47	7	4	-4	13
COC(=O)CC1=C(C(=O)OC)C2(C(=O)Nc3c(C)cccc32)C(C#N)=C(N)O1 (stereo unspecified)	13	4	9	32	nt	2	-13	-3	nt
Fc1ccc(N2CCN(Cc3ccc4c(c3)OCO4)CC2)cc1	0	-3	-5	-7	-0.19	-5	-2	-2	-2
N=c1c[n+](CC23CC4CC(CC(C4)C2)C3)[n-]o1	-11	-2	-3	6	-0.22	9	18	-3	-9
CCN1CCN(Cc2ccc(OC(F)(F)F)cc2)CC1	-14	2	-2	4	0.045	7	17	-1	-16
CCC(=Nc1ccc(OC)cc1OC)c1c(O)n(C)c(=O)n(C)c1=O	-5	9	3	10	-0.088	6	7	6	11
COC(=O)c1cncn1C(C)c1ccccc1 (stereo unspecified)	-3	7	2	-2	-1.2	4	-7	-1	-16
NC(=O)Nc1cccc(C(F)(F)F)c1	-8	-5	0	-2	-0.61	0	-20	-1	-18
O=C(CCN1C(=O)COc2ccccc21)N1CCC2(CC1)OCCO2	-22	2	1	40	3.8*	0	10	-2	-6
Cc1ccccc1CS(=O)(=O)Cc1ccc(C(=O)N2CCC3(CC2)OCCO3)o1	-6	7	2	7	-0.16	-4	-1	-2	-11
